# ASM inhibitor: human S-ASM enzyme inhibition | Potency, µM (top dose mostly 57.5 µM), inactives show at the top dose activity change, negative = inhibition, hits mostly inhibitors | hit rate 0.006% among 340,000 | placental ASM, HMU-PC fluorogenic substrate, 60 min | AID 504937; further: potency means the concentration at half of the fitted maximal effect
#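 qHTS format. ASM enzyme prepared from human placenta hydrolyses the fluorogenic substrate HMU-PC0 (9 uM final) over 60 min at 37 °C after a 10 min compound preincubation.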
# Eya2 phos inh: inhibitors of human Eya2 phosphatase activity | O00167 | recombinant Eya2, OMFP fluorescence dephosphorylation (OMFP is methylfluorescein phosphate) | Potency, µM (doses to about 76.9 µM), for inactives: at the highest dose activity, negative = inhibition, usual class: inhibitors | hit rate 0.006% among 330,000 | AID 488837; further: potency means the concentration at half of the fitted maximal effect; on the % scale 0 is the no-effect control and ±100 the full control effect
#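 Eya2 (0.2 uM) preincubated 10 min at ambient with compound, then OMFP substrate added at 50 uM; 10 min reaction in 50 mM HEPES pH 7.5, 50 mM NaCl, 5 uM MgCl2, 0.05% BSA, 1 mM DTT. Fluorescence read at Ex 485/Em 525 nm.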
# PTAP TSG101 blk: blocks PTAP/TSG101 interaction to inhibit HIV-1 budding; Fluorescence polarization, FITC-PTAP peptide / Tsg101 binding; Potency, µM (doses to about 115 µM), for the others: at the highest dose activity change, negative = inhibition, actives largely listed as inhibitors; 340,000 tested, under 10 active; active means well fitted inhibition curve with a large enough effect in the main read-out, with a control signal flat, not every such curve was filed as active; inconclusive means small, poorly fitted or top-dose-only effect, or effect the other way, or a change in a side signal; inactive means no such curve, though single readings can be large or run the other way; further: potency means the concentration at half of the fitted maximal effect; % of control where 0% means no effect
# Target sequence (Q99816 whole entry, looked up): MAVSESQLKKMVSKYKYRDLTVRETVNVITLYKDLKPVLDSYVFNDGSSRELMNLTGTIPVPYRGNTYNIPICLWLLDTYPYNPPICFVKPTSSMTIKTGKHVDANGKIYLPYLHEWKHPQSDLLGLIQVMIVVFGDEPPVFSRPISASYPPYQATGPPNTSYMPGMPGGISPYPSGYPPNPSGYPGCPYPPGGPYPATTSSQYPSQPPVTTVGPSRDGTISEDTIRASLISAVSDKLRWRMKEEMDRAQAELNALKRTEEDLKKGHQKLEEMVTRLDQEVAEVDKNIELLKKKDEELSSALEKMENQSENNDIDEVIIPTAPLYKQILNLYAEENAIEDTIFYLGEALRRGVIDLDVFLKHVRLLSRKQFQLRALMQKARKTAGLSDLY
#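 Tsg101 binding domain (10 uM final) was mixed with compound and a FITC-labeled PTAP peptide (50 nM final) in HEPES pH 7.5 buffer with NaCl, Tween 20, EDTA and TCEP; fluorescence polarization was read after 20 min at r.t.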
# TCR activator: T cell receptor activation | Potency, µM (series often up to 9.22 µM), without a hit: at the top dose activation of IL-2 secretion, most hits filed as activators | primary human leukocytes, anti-CD3, IL-2 HTRF, 48 h | AID 504894 | 330,000 tested, under 10 active; further: % of control where 0% means no effect
#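 TCR engagement came from a-CD3 beads alone, with compounds added to primary human leukocytes for 48 hr. Secreted IL-2 bridged europium cryptate- and d2-labelled anti-IL-2 antibodies, giving FRET emission at 665nm after 320nm excitation.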
# ELG1 repair inh: blocks ELG1-dependent DNA repair in HEK293T cells. HEK293T ELG1-luciferase reporter, luminescence, 16 h; DNA damage induced by 5-fluorouridine. Potency, µM (titrated, usually from 46.1 µM), inactives show top-dose activity change, negative = inhibition, most hits filed as inhibitors. hit rate 2.3% among 330,000. AID 504467; further: potency means the concentration at half of the fitted maximal effect; on the % scale 0 is the no-effect control and ±100 the full control effect; nearly all actives have a fitted effect of over 55% in size
#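 5-Fluorouridine DNA damage + compound/DMSO, 2,000 cells/well, 16 h, 37 °C/5% CO2. ONE-Glo, 30 min RT, luminescence. Readout = decrease in reporter signal.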
# Tb PFK inh: blocks T. brucei phosphofructokinase. Potency, µM (highest dose often 57.5 µM), without a hit: at the top dose activity, negative = inhibition, most hits filed as inhibitors. hit rate 0.17% among 330,000. AID 485367. T. brucei PFK, ADP-Glo luminescence;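 further: potency means the concentration at half of the fitted maximal effect; 0% = uninhibited 1x PFK enzyme wells and -100% = no-enzyme wells; nearly all actives have a fitted effect of over 60% in size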
# Target sequence (O15648 whole entry, looked up): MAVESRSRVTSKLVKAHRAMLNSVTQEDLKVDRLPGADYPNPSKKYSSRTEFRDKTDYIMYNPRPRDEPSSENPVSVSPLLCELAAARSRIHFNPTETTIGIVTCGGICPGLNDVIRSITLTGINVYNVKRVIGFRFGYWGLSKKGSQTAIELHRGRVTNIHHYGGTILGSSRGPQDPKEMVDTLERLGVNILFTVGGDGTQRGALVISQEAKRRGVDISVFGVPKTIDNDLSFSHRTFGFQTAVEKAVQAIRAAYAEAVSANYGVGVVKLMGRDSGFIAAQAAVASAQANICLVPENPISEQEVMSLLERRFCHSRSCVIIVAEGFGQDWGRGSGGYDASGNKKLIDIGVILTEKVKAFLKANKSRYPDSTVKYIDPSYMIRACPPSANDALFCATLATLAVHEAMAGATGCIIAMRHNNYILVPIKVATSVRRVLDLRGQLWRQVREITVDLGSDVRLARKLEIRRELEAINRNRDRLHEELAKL
#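 Compounds were pin-transferred as a titration series up to 57 uM into substrate buffer (0.5 mM F6P, 0.1 mM ATP, pH 8.0), then 1.25 nM PFK was added and reactions ran 45 min before ADP-Glo detection.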
# AT treatment: potential ataxia-telangiectasia treatments restoring KAP-1 phosphorylation. AID 485349. […] A-T fibroblasts, KAP-1 phosphorylation AlphaLISA; neocarzinostatin DNA damage 30 min before lysis. hit rate 0.19% among 320,000. Potency, µM (highest dose often 57.5 µM), without a hit: at the highest dose activation, hits mostly activators; further: potency means the concentration at half of the fitted maximal effect; % of control where 0% means no effect; nearly all actives have a fitted effect of over 45% in size
#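 hTERT-immortalized A-T patient fibroblasts ([…]), 500 cells/well in OPTI-MEM, 1% FBS, got compounds for 60 min, then NCS for 30 min at 37C. Lysates were then assayed for phospho-KAP-1 by AlphaLISA (anti-pKAP1 donor, anti-KAP1 acceptor beads), 6 hr at 25C.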
# BCR signal inh: chronic active BCR signaling inhibition; ABC-DLBCL IkBa-CBG/CBR reporter, luminescence ratio, 4 h; Potency, µM (top dose mostly 46.1 µM), for inactives: top-dose ratio change, negative = lower green/red ratio, most hits filed as inhibitors; hit rate 0.05% among 340,000; AID 493014; active means well fitted inhibition curve with a large enough effect in the signal ratio, with a control signal flat, not every such curve was filed as active; inconclusive means small, poorly fitted or top-dose-only effect, or effect the other way, or a change in a side signal; the % refers to the signal ratio;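 further: potency means the concentration at half of the fitted maximal effect; plate controls were basal doxycycline-induced cells for no effect and cells given 10 µM MG132 for full effect; MG132 reads +100%, hits lower the ratio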
#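 Doxycycline induced both beetle luciferases in TMD8 lymphoma cells; IKK-driven degradation limits the IkappaBalpha-fused green signal, while red luminescence normalises for cell number and nonspecific effects. Compounds tested up to 46 uM, 4 hrs.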
# Integrin act MD: activators of alpha7 integrin expression for muscular dystrophy | hit rate 0.064% among 350,000 | Potency, µM (series often up to 38.3 µM), for inactives: top-dose activation, actives largely listed as activators | AID 624291 | alpha7betagal myoblasts, beta-gal FDG fluorescence, 48 h;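 further: potency means the concentration at half of the fitted maximal effect; 100% = response of the positive control SU9516; nearly all actives have a fitted effect of over 60% in size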
#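 alpha7betagal+/- myoblasts (passage 13, 250/well) treated 48 h at 37C with compounds at 1:260 dilution of DMSO stock. Lysed, then beta-galactosidase activity read as FDG fluorescence (ex 480/em 540) after 30 min, with pre-read for autofluorescence.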
# TSHR antagonist: blocks TSH signaling through the human TSH receptor | activity change, negative = inhibition, % at 11.5 µM | hit rate 0.2% among 330,000 | TSHR-expressing cells, TSH-stimulated cAMP HTRF, 2 h; stronger effect = lower value | P16473;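 active means activity change below a set negative limit, meaning inhibition stronger than a set level, cut at about -70% in these data; inconclusive means activity change between two set negative limits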; further: on the % scale 0 is the no-effect control and ±100 the full control effect
#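 Freshly harvested TSHR cells receive pin-tooled compound, then EC80 TSH at 4nM final. After 2 hours at 37 deg C, antibody in lysis buffer and cAMP-d2 are added; 30 minutes at ambient temperature precede the HTRF read.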
# Mito fusion yeast: inhibitors of mitochondrial division or activators of mitochondrial fusion. S. cerevisiae fusion-defective mutant growth rescue, CellTiterGlo 48 h. Potency, µM (highest dose often 46.1 µM), without a hit: at the highest dose growth rescue (activation), hits mostly activators. hit rate 0.23% among 320,000. AID 485298;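 further: potency means the concentration at half of the fitted maximal effect; % of control where 0% means no effect; nearly all actives have a fitted effect of over 45% in size; temperature-sensitive fusion mutants such as fzo1-1 at 37 °C on non-fermentable ethanol glycerol medium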
#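 Luminescent cell viability in 1536-well qHTS format served as the measure of rescued growth in ts fusion-mutant S. cerevisiae cultured on non-fermentable YPEG for 48 hours at 37C.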
# The depositor's hits bear a star; u = inconclusive; x = no result given; [ ] = dose if it differs, or a comment. Unless noted, the call rests on the fitted dose curve; in most records, active means well fitted curve in the direction sought with a large enough effect; inconclusive means small, poorly fitted or top-dose-only effect, or another doubt; inactive means no such curve, though single readings can be large; an effect the other way counts as inactive or inconclusive.
SMILES,ASM inhibitor,Eya2 phos inh,PTAP TSG101 blk,TCR activator,ELG1 repair inh,Tb PFK inh,AT treatment,BCR signal inh,Integrin act MD,TSHR antagonist,Mito fusion yeast
O=C(N/N=C/c1ccc(N2CCOCC2)cc1)C1CC1,22%,-8%,-5%,-1%,19%,-2%,4%,1%,6%,0,-4%
CCN(Cc1ccncc1)C(=O)CC1C(=O)NCCN1Cc1ccc(F)c(F)c1 (stereo not drawn),11%,15%,-7%,11%,-16%,1%,5%,u,u,22,1%
c1ccc2c(-c3nnc4n3CCCCC4)c[nH]c2c1,1%,9%[15.4 µM],-9%,-7%,-26%,2%,4%,-3%,27%,0,0%
Cc1nc(N2CCN(Cc3ccc4c(c3)OCO4)CC2)[nH]c(=O)c1C,3%,18%,0%,-7%,-3%,-5%,3%,0%,-29%,-5,-7%
S=C(Nc1ccccc1)Nc1ccc(OCc2ccccc2)cc1,0%,7%,-1%,1%,1%,5%,-5%,2%,-22%,2,-6%
Cc1[nH][nH]c(=O)c1C=NCc1ccc(Cl)cc1,4%,8%,-1%,-1%,-5%,-17%,1%,0%,-8%,8,1%
COc1ccc(CNC(=O)[C@H](C)NC(=O)C2CC(=O)N(c3ccc4c(c3)OCO4)C2)cc1 (stereo partly drawn),53%,1%,-9%,2%,-1%,2%,4%,-11%,30%,2,3%
CCOC(=O)[C@@H]1[C@H]2COc3ccccc3[C@@H]2N2C(=O)N(c3cccc(Cl)c3)C(=O)[C@]12C,-14%,3%,-5%,4%,u,1%,2%,12%,6%,-14,7%
O=C(OCC1CC(c2ccccc2)=NO1)c1ccc(Cl)cc1 (stereo not drawn),2%,0%,-1%,x,5%,0%,1%,2%,-4%,-8,-1%
Cc1ccc(C2NC(=O)c3c(sc4c3CCN(C)C4)N2)s1 (stereo not drawn),x,1%,-2%,10%,u,0%,6%,4%,2%,1,2%
COc1ccccc1NCCC(=O)OCC(=O)NC1CC1,4%,1%,-3%,-7%[46.1 µM],u,5%,3%,u,0%,66,4%
C/C(=N\Nc1cc(C)nc(-c2ccccc2)n1)c1cccc([N+](=O)[O-])c1,-9%,2%,-7%,-18%,15µM*,0%,4%,19%,-42%,-45,13%
O=C(CCSc1ccc(Cl)cc1)Nc1cccnc1,-2%,2%,-1%,3%,-2%,-6%,2%,-1%,5%,-9,3%
O=C(CN(CC1CCCO1)S(=O)(=O)c1ccc(S(=O)(=O)NC2CC2)cc1)Nc1ccccc1 (stereo not drawn),-1%,8%,-2%,5%,-20%,-2%,2%,-5%,-17%,-3,-3%
COC(C[C@H]1O[C@H]1[C@H](O)[C@@H](C)OCc1ccccc1)OC,2%,7%,1%,-16%,13%,2%,19%,u,13%,2,-2%
COc1ccc(-c2nnc(SCC(=O)N3CCN(c4ccccc4)CC3)o2)cc1OC,-3%,1%,-4%,1%,19%,1%,16%,1%,8%,3,1%
Cc1nc2sc(-c3ccccc3)cc2c(=O)n1N,-7%,u,-4%,-10%,u,-2%,-4%,u,u,-1,-9%
CN(C)c1ccc(/C=C/c2c([N+](=O)[O-])c(=O)n(C)c(=O)n2C)cc1,5%,u,3%,0%,-4%,-9%,-7%,2%,-2%,-4,-7%
COc1ccc2[nH]cc(C(=O)CCl)c2c1,0%,-3%,3%,5%,u,-5%,-8%,u,-62%[inhibitor],-7,-33%[inhibitor]
Oc1ccc(/C=N/NC(=S)N/N=C/c2ccc(O)cc2)cc1,-3%,-6%,-7%,0%,28%,u,10%,u,28%,39,-2%
Cc1ccc(-c2cc(-c3ccc(C)cc3O)[nH]n2)cc1,-8%,-9%,-3%,-2%,u,2%,4%,u,u,-9,23%
CC1CCCC(C)N1C(=O)COC(=O)CNC(=O)C12CC3CC(CC(C3)C1)C2 (stereo not drawn),4%,-8%,-1%,x,25%,1%,-4%,2%,7%,-4,-9%
CCCc1ccc2oc(C(=O)N(C)CCn3ccnc3C)c(C)c2c1,-1%,-3%,-3%,x,u,1%,-1%,3%,u,8,-17%
O=C(N/N=C/c1ccc(-c2cccc([N+](=O)[O-])c2)o1)[C@H]1C[C@@H]1c1ccccc1,1%,-1%,3%,-1%[46.1 µM],u,-4%,0%,8%,-3%,-6,20%
CCc1ccc(C(=O)NC(=S)Nc2ccccc2N2CCOCC2)cc1,40%[activator],-10%,-10%,2%,5%,1%,5%,4%,-25%,-12,7%
Cn1cc(Br)c(C(=O)N2CCN(c3cccc(Cl)c3)CC2)n1,-3%,-2%,-1%,-2%[46.1 µM],-23%,-1%,3%,12%,6%,-14,1%
Nc1cc(=O)[nH]c(SCC(=O)Nc2cccc(Cl)c2Cl)n1,4%,5%,0%,-16%,17%,12%,6%,-1%,2%,-4,27%
CC(C)(C)C1CCC(OC(=O)C[N+]2(C)CCCC2)CC1 (stereo not drawn),0%,2%,0%,0%,-13%,-5%,0%,-6%,-34%,-2,2%
COc1cc(C(=O)N[C@@H](Cc2c[nH]c3ccccc23)C(=O)O)cc(OC)c1OC,2%,0%,-5%,-2%,0%,2%,-3%,9%,-6%,-13,3%
COc1ccc(-c2nc(CN(CC3CCC(=O)N3)C(C)C)c(C)o2)c(C)c1C (stereo not drawn),1%,-8%,-1%,-2%,u,15%,5%,u,-10%,37,2%

# Further entries follow:
SMILES,ASM inhibitor,Eya2 phos inh,PTAP TSG101 blk,TCR activator,ELG1 repair inh,Tb PFK inh,AT treatment,BCR signal inh,Integrin act MD,TSHR antagonist,Mito fusion yeast
CN(C)c1ccc(CNCCC(Cc2ccccc2)c2ccco2)cc1 (stereo not drawn),-2%,u,-3%,11%,1%,-23%,-21%,u,-71%[inhibitor],-19,-57%[inhibitor]
O=C(/C=C/c1ccc(F)cc1)NC(=S)N1CCCCC1c1cccnc1 (stereo not drawn),4%,1%,-7%,-2%,11%,-13%,9%,u,-1%,4,2%
Cc1cc(C)c2c(=O)n(CC(=O)Nc3ccc(Br)c(C)c3)sc2n1,-12%,3%,-7%,2%,0%,13µM*,-3%,-3%,-60%[inhibitor],-1,-25%
Cc1ccc2nc(N3CCN(C(=O)c4ccco4)CC3)c3nncn3c2c1,-1%,12%,1%,-12%,u,4%,-22%,u,39%,-6,0%
O=c1c2c(-c3ccc([N+](=O)[O-])cc3)csc2nc2n1CCCCC2,-6%,-10%,-9%,-1%,-3%,0%,-3%,0%,-27%,-3,3%
CCCCN(C(=O)C1=NN(c2cc(C)ccc2C)C(=O)CC1)c1c(N)n(CCC)c(=O)[nH]c1=O,10%,9%,-4%,5%,18%,-1%,2%,-1%,-3%,-8,0%
COc1ccc(NC(=O)c2nn(C)c3c2CS(=O)(=O)c2ccccc2-3)cc1,3%,2%,-2%,2%,-4%,0%,3%,-15%,7%,-1,5%
CC(C)(C)N(Cc1ccccc1)C(=O)CN1C(=O)c2ccccc2S1(=O)=O,1%,-17%,0%,-1%[46.1 µM],-3%,-1%,3%,8%,-40%,-8,x
CCOC(=O)N1CCN(C(=O)c2c[nH]c3ccc(S(=O)(=O)N(C)c4ccc(F)cc4)cc3c2=O)CC1,18%,0%,-3%,11%,18%,3%,0%,u,18%,6,-3%
O=C(NCC1CC1)Nc1cccc(C(F)(F)F)c1,-2%,-11%,-7%,1%,-1%,-1%,-2%,u,-6%,5,1%
O=C(Nc1ncc(Cc2cccc(Cl)c2)s1)C1=NCCN1,0%,-8%,-4%,x,19%,-7%,4%,0%,-52%[inhibitor],-19,0%
O=C(Nc1nc2cc3c(cc2s1)OCCO3)c1cccc(S(=O)(=O)N2CCOCC2)c1,x,-1%,x,x,u,-1%,4%,u,x,-27,-2%
COc1ccc(N(CC(=O)Nc2ccccc2F)S(=O)(=O)c2ccc(OC)c(OC)c2)cc1,2%,-4%,1%,-1%,-13%,6%,3%,u,19%,-8,1%
